CSN inh: blocks human CSN-mediated cullin deneddylation; Q92905; Purified CSN, SCF-Nedd8-OG deneddylation, fluorescence polarization; inhibition, % at 12.5 µM; 360,000 compounds, 0.38% hits; AID 651999;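 active means pattern-corrected inhibition above about 35%, with an unprinted fluorescence ratio check between 0.5 and 1.5, limit read from the data, passing the limit was not always enough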;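 further: 0% = enzyme with substrate and 100% = substrate without enzyme; some results filed as inactive read as strong as hits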
Target sequence (Q92905 whole entry, looked up, one chain of several): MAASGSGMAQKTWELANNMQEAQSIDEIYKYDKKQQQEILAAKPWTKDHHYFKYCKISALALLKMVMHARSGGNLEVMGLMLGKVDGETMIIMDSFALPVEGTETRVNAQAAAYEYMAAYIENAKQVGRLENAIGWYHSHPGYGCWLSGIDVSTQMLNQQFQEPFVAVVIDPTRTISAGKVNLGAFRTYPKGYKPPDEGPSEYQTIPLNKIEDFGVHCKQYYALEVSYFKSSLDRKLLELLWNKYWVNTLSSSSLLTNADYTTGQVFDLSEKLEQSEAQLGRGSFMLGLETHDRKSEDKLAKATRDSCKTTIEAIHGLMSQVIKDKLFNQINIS
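Assay system: Purified human Csn5 enzyme expressed in HEK293T cells | Amount: Enzyme 0.24 nM | Measured by: Fluorescence polarization readout | Medium: Tris/NaCl/DTT buffer, pH 7.5 | Compound dosing: One concentration, 12.5 µM, 0.25% DMSO | Times: 90 min incubation of compound, enzyme and substrate at room temperature | Control set: no-enzyme wells high, enzyme-with-substrate wells low | Read-out: % inhibition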
Rpn11 block: blocks the human proteasome subunit Rpn11 | O00487 | human 26S proteasome, Ub4-pepOG fluorescence polarization; 20S core pre-blocked with epoxomicin | calls only at 20 µM | 360,000 compounds, 0.59% hits;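 active means inhibition at 20 µM, scaled to each plate's controls, above about 33%, limit read from the data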
eLon inh: inhibitors of E. coli Lon protease. purified E. coli Lon protease, fluorescence polarization. inhibition, % at 7.94 µM. 360,000 compounds, 0.42% hits. AID 602123; in the data active means inhibition above about 13%, passing the limit was not always enough;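 further: 0% = enzyme with probe and DMSO and 100% = no enzyme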
FAS TE block: inhibitors of human fatty acid synthase thioesterase domain; recombinant FAS-TE, OMFH fluorogenic substrate, fluorescence endpoint; inhibition, % at 15 µM; 360,000 compounds, 0.67% hits; AID 602261; P49327;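 active means compounds whose normalised, plate-corrected inhibition of enzyme fluorescence in the single-dose primary screen is 50% or more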;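 further: 0% = DMSO with enzyme and 100% = substrate without enzyme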
Rin1 Abl inh: blocks binding of human Rin1 to Abl. P00519+Q13671. TR-FRET Rin1/Abl binding, biochemical. inhibition, % at 7.35 µM. 360,000 compounds, 0.4% hits. AID 588664; in the data active means inhibition above about 5%, passing the limit was not always enough
MsrA act: activates bovine MsrA enzyme | activation, % at 10.6 µM | purified bovine MsrA, absorbance read-out | 360,000 compounds, 0.3% hits; in the data active means activation above about 7.5%;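 further: 0% = vehicle and 100% = reference activator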
MT1-MMP act inh: blocks activation of human MT1-MMP | GFP/RFP ratio change, % at 20 µM | HT1080 RFP-PRO-GFP cells, GFP/RFP ratio fluorescence, overnight; percent of plate control window, DMSO zero | AID 651647 | 360,000 compounds, 0.061% hits;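 active means GFP/RFP ratio change of at least 30% with cell ATP level not reduced by more than half and red fluorescence within 50% of control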; further: strong numbers were not always called active
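Compound: 20 µM single dose, 1% DMSO / System: HT1080 RFP-PRO-GFP cells / Controls: DMSO and RFP-L50D-GFP cell wells / Read-out basis: GFP/RFP fluorescence ratio / Schedule: overnight compound exposure at 37 °C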
MsrA inh: inhibits bovine methionine sulfoxide reductase A | 360,000 compounds, 0.75% hits | purified bovine MsrA, absorbance read-out | inhibition, % at 15.5 µM; in the data active means inhibition above about 4.5%;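 further: 0% = vehicle wells with enzyme and 100% = reference inhibitor wells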
PABP1 MLLE inh: blocks PAM2 peptide binding to the PABP1 MLLE domain; 360,000 compounds, 0.36% hits; GST-MLLE / FITC-PAM2 fluorescence polarization; P11940; AID 588489; inhibition, % at 20 µM; in the data active means inhibition above about 35%, passing the limit was not always enough;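 further: plate controls were DMSO wells with GST-MLLE for no effect and wells lacking GST-MLLE protein for full effect; some results filed as inactive read as strong as hits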
Target sequence (P11940 whole entry, looked up, the tested form may be a part): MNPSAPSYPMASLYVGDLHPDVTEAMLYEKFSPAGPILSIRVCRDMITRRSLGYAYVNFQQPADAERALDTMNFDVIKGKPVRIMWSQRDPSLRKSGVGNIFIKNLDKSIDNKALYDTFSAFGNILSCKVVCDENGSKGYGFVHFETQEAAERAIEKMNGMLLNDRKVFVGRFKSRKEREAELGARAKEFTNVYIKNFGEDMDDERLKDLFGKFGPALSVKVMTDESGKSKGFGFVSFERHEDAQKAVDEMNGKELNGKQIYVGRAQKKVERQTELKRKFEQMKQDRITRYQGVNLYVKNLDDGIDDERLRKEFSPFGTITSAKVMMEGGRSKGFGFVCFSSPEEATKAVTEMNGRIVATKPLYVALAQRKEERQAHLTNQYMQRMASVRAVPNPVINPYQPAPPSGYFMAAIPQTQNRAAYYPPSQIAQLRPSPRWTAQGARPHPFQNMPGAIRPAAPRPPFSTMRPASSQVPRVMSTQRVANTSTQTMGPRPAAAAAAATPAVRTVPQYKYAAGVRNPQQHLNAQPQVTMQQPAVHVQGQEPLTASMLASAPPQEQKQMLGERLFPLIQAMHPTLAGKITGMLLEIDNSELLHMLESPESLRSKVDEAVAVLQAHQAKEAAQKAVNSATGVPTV
* = called active by the depositor; i = inactive; · = no result given; + = active, no number; & = joins results of further samples. Hits appear at their usual frequency. Share with any hit: about 3.7%.

molecule,CSN inh,Rpn11 block,eLon inh,FAS TE block,Rin1 Abl inh,MsrA act,MT1-MMP act inh,MsrA inh,PABP1 MLLE inh
Cc1sc2ncnc(-n3cnc4ccccc43)c2c1C,4,i,-2,-6,-3,-2,-3,1.9,-2
Cc1nn(Cc2ccccc2)c(C)c1CNC(=O)c1ccc(F)c(S(=O)(=O)N2CCOCC2)c1,-2,i,-1,-5,1,-2,2,0.9,5
CCCCOc1ccc(-c2nnc(-c3cc[n+](C)cc3)o2)cc1,0,i,8,-2,-4,-5,1,4.5,3
COc1ccc(/C(C)=N/NC(=O)OC(C)(C)C)cc1[N+](=O)[O-],0,i,5,2,2,-3,0,0.2,-6
O=C1NC(Cc2ccccc2)c2nc3cc(Cl)ccc3c(=O)n2-c2ncccc21 (configuration not stated),5,i,0,4,-2,0,-9,-0.6,-3
Cc1ccc(Cl)cc1NC(=O)c1cc(S(=O)(=O)N2CCOCC2)cn1C,-3,i,0,-4,4,-5,5,0.4,-20
C/C(=N\NC(=O)CC(C)C)c1ccc(N2CCCCC2)cc1,-5,i,-14,-7,-1,-6,3,3.4,-3
CC(C)=CC1C=C(C)C(C)C2C(=O)NNC(=O)C12 (configuration not stated),2,i,6,-10,-3,0,4,0.1,6
COc1ccccc1Nc1nc2c(C)cccc2cc1C#N,4,i,-1,-2,-5,-8,-12,0.5,16
Cc1noc(C)c1CC(=O)N1CCCC(C(=O)c2ccc(C(C)(C)C)cc2)C1 (configuration not stated),3,i,2,-7,-3,-1,0,-1.4,9
CC(C)(C)NC(=O)C(=O)NNC(=O)c1ccccc1,5,i,-4,-10,1,-4,6,-0.5,-2
CCN(C(=O)Cn1cc(C(C)=O)c2ccccc21)c1ccccc1,3,i,-3,-5,2,-2,2,1.2,-1
O=S(=O)([N-]c1nc2ccccc2nc1-n1cc[n+](Cc2ccccc2)c1)c1ccc(Cl)cc1,0,i,5,-3,1,-2,-7,-0.9,8
O=c1[nH]nc(-c2ccc(NCCO)c([N+](=O)[O-])c2)c2ccccc12,3,i,7,-8,-13,-12,0,0.5,1
COC(=O)C(=O)C/C(=N/Nc1ncnc2ccccc12)c1ccc(Cl)cc1,4,i,-139,-5,3,-7,-81,0.6,10

Single values from the entries so far:
Reading for Cc1sc2ncnc(-n3cnc4ccccc43)c2c1C under FAS TE block: -6
Reading for CCCCOc1ccc(-c2nnc(-c3cc[n+](C)cc3)o2)cc1 under MsrA act: -5

Later entries
molecule,CSN inh,Rpn11 block,eLon inh,FAS TE block,Rin1 Abl inh,MsrA act,MT1-MMP act inh,MsrA inh,PABP1 MLLE inh
CN1CCN(C(c2cccc(Cl)c2)c2ccccc2Cl)CC1 (configuration not stated),-1,i,-7,-2,0,-4,-16,0.9,17
Cc1ccc(NC(=S)N(CCCN2CCOCC2)Cc2ccco2)cc1C,6,i,-20,3,-3,-3,3,0.6,-74
Cc1cc(C)cc(C(=O)NC2C(=O)N3C(C(=O)O)=C(CSc4nnc(C)s4)CSC23)c1 (configuration not stated),5,i,-5,-4,5,0,0,0.1,21
Cc1ccccc1NC(=O)c1ccccc1-c1ccccc1,-2,i,2,2,-3,-4,-2,0.1,7
O=P(O)(CCc1ccccc1)CN1CCCCC1,0,i,-14,-4,-6,-1,-6,-0.2,4
COc1ccc(-c2nn3c(-c4ccccc4)nnc3s2)cc1OC,-2,i,-7,17,-1,-8,6,2.3,29
COc1cc(/C=C/C(=O)OCC(=O)Nc2ccc(C)c(S(=O)(=O)N3CCCCC3)c2)ccc1O,-6,i,-10,14,-3,-3,2,2.3,-10
CN(CC(=O)Nc1ccccc1Br)C(=O)CNC(=O)c1ccc2c(c1)OCO2,-5,i,-11,-9,-1,-3,3,-0.6,-8
O=C(O)Cc1ccc(C(=O)c2cccs2)s1,4,i,-9,-10,-1,-16,-8,2.5,-8
Cc1cnnc2ccc3c(no[n+]3[O-])c12,6,i,-10,6,-2,-4,-2,3.0,-4
C=CCC(CC=C)(NC(=O)c1ccccc1C)c1ccccc1,-1,i,-8,2,-6,-2,-9,1.2,-5
CC1C(=O)Nc2ccccc2N1C(=O)c1ccccc1 (configuration not stated),-4,i,-1,-9,1,-3,-2,0.2,19
O=S(=O)(c1ccc(Cl)cc1Br)N1CCCCC1,1,i,-1,11,1,-3,2,1.5,-9
CC(=O)Nc1ccc2nc(NC(=O)c3ccc([N+](=O)[O-])o3)sc2c1,2,i,1,36,-3,-4,6,2.3,-10
COCCCNC(c1ccccc1)c1ccncc1 (configuration not stated),-2,i,-8,-10,0,-5,-4,-2.3,-10
Cc1cccc(C)c1-n1nnnc1C1(C)CCC(=O)N1Cc1cccc(C(F)(F)F)c1 (configuration not stated),1,·,9,8,·,-2,4,0.8,·
COc1ccccc1NC(=O)C(C)OC(=O)CN1C(=O)C2CC=CCC2C1=O (configuration not stated),2,i,-7,-5,-4,-3,0,-0.8,7
COC(=O)c1sccc1NC(=O)c1c(C)c(-c2cccc(Cl)c2)nc2ccccc12,-18,i,-4,23,5,1,-8,-0.1,-4
O=[N+]([O-])c1ccc(OCC(O)CNCCNc2nccc(C(F)(F)F)n2)cc1 (configuration not stated),2,i,-2,12,3,-3,-1,0.0,3
CN1CCN(c2ccccc2NC(=O)COc2ccc(C3CCCCC3)cc2)CC1,0,i,-10,16,4,-7,3,-0.5,7
NC(=O)C1CCN(C(=O)COc2ccc3c4c(c(=O)oc3c2)CCC4)CC1,0,i,-3,-5,1,-1,1,1.7,-2
Cc1ccc(C(=O)Cn2nnc3ccccc32)cc1[N+](=O)[O-],0,i,7,9,1,-2,1,1.1,10
COc1ccccc1CCNC(=O)COc1cccc2c1OC(C)(C)C2,1,i,-9,2,3,0,-1,1.1,13
O=C(Cn1nc(-c2ccc(F)cc2)ccc1=O)Nc1ccc2c(c1)OCCO2,-2,i,-5,4,3,-5,0,-0.6,-2
COC(CN(C)C(=O)c1ccc2c(c1)NC(=O)c1ccccc1S2)OC,-2,i,-1,-1,3,3,1,-0.5,2
CCCCn1c(N)c(N(Cc2ccccc2OC)C(=O)CSCC(=O)Nc2cccc(C)c2)c(=O)[nH]c1=O,-6,i,2,-2,1,6,-2,0.5,13
Cc1ccsc1C(=O)Nc1nc2ccccc2[nH]1,0,i,6,-1,0,-4,2,3.5,8
Cc1ccc(S(=O)(=O)N2CCC(CN3C(=O)c4cccc5cccc(c45)C3=O)CC2)cc1,-5,i,1,18,2,-4,1,0.2,-7
O=C(Cc1ccccc1)NC(=S)Nc1ccc(OC(F)F)cc1,-4,i,0,20,-3,-3,5,-1.0,27
O=c1c2c(n3cnnc3n1-c1ccccc1)-c1ccccc1CC21CCCC1,-5,i,-5,-2,-1,-7,2,0.5,5
Nc1ccc(-c2cc(-c3cccc(N)c3)nc(-c3ccccc3)n2)cc1,-19,i,-3,1,1,-2,6,1.2,-17
Cc1nnc(SCC(=O)Nc2nccs2)n(N)c1=O,-1,i,0,-2,-5,-2,2,0.7,2
Cc1nc2ccccc2c2c1CC(C(C)(Cl)Br)O2 (configuration not stated),1,i,-5,2,-2,-4,1,0.6,-7
Cc1cccc(OCC(=O)Nc2ccccc2N2CCCC2)c1C,-3,i,-4,14,4,-7,1,-1.0,5
CCOC(=O)c1c(NC(=O)CSc2nc3c(c(=O)n(C)c(=O)n3C)n2C(C)C)sc(C)c1C,1,i,-8,7,0,-8,22,-0.6,-9
Cc1ccc2c(=O)oc(N(C)C)nc2c1,7,i,13,-8,1,-4,0,1.0,-6
CCCN(CC(=O)Nc1ccc(Cl)cc1Cl)C(=O)CC(NC(C)=O)c1ccccc1 (configuration not stated),2,i,8,0,0,-7,-1,-1.0,-3
C=CCNC(=O)CSc1ncc2c(n1)-c1c(csc1SC)CC2,-3,i,5,1,-9,-5,1,0.3,8
O=C(CSc1nnc(-c2ccncc2)s1)Nc1ccccc1,-2,i,-3,1,-6,-3,1,1.3,14
C=CCn1c(SCC(=O)/C(C#N)=C(\C)N)nc2sc(CC)cc2c1=O,0&9,i,6&-2,3&7,0&2,-3&0,3&16,0.3&0.4,-15&-11
CCCCc1cc(=O)oc2cc(C)cc(OCC(=O)Nc3cccnc3)c12,20,+,-1,4,3,0,0,-0.2,4
COc1ccc(-c2cc3ncc(C(C)=O)c(C)n3n2)cc1,4,i,-12,-1,1,-3,-1,0.1,-5
O=C(c1ccc2c(c1)CCN2S(=O)(=O)c1ccccc1)N1CCN(c2ccccc2F)CC1,-5,i,18*,9,3,-3,-1,2.0,-13
COc1ccc(NC(=O)C2CCN(S(=O)(=O)c3cccnc3)CC2)cc1Cl,-2,i,-5,1,0,-3,3,0.1,22
C[C@H](O)[C@@H]1C(=O)N2CCc3c([nH]c4ccccc34)[C@@H]2C[C@@H]1N(C)C(=O)c1ccco1,0,i,-12,-4,-1,-11,3,0.1,7
N#CC(c1ccc(O)cc1)c1ncc(C(F)(F)F)cc1Cl (configuration not stated),1,i,0,-2,-2,-1,-9,-1.4,-11
O=C(NC(=S)Nc1ccc(N2CCCCC2)cc1)c1ccco1,3,i,-7,9,-3,-1,3,1.1,20
Cc1ccc(C(c2c(C)[nH][nH]c2=O)c2c(C)[nH][nH]c2=O)cc1,1,i,6,1,5,-4,-2,-0.5,-5
COc1cc(OC)c(NC(=O)CCNS(=O)(=O)c2cc(Br)cnc2N)cc1Cl,1,i,4,47,-2,-3,4,2.5,3
O=C1CCC/C1=c1\s/c(=C\c2cccnc2)c(=O)n1-c1ccccc1,-1,i,-9,3,-2,-3,-10,-0.4,-8
COc1ccccc1CNC(=O)C(CC(C)C)NC(=O)C1CCC(C)CC1 (configuration not stated),1,i,0,8,-1,1,-25,1.6,6
CC[C@]12c3[nH]c4cc(CCC(=O)N(C)C)ccc4c3CCN1C(=O)[C@@H](CC(=O)NCCCn1ccnc1)C[C@@H]2C(=O)N1CCN(C(=O)C2CC2)CC1,0,i,-2,-12,-2,-3,-1,-0.9,-15
COc1cccc(-c2nc(N3CC(C)CC(C)C3)c3ccccc3n2)c1O (configuration not stated),5,i,6,20,0,-4,-5,0.6,12
CNC(=O)c1cc(OCC(F)(F)F)ccc1OCC(F)(F)F,-5,i,-6,-2,-2,-5,-9,-0.3,-8
COCC(=O)Nc1cc(C(=O)NCC(C)C)ccc1Cl,3,i,9,-9,-1,-7,2,-0.8,-11
O=C(NC1CCCCC1)N(Cc1cc2cc3c(cc2[nH]c1=O)OCCO3)CC1CCCO1 (configuration not stated),0,i,-3,2,-3,-4,6,2.0,-21
COC(=O)c1ccsc1NC(=O)CSc1nnnn1Cc1ccccc1,2,i,-3,8,0,-10,-5,-0.5,-74
C/C(O)=C(\C#N)c1nnc2n1CCCCC2,2,i,2,-6,3,-2,-3,0.9,-11
COc1ccc(CNC(=O)CSc2nnnn2-c2ccccc2)cc1,-3,i,2,-6,2,-2,-1,0.1,-2

Bioassay records as filed in PubChem.
